# T cell HTS = modulators of CD8 T cell-vesicle binding, primary screen, mouse 2C CD8+ T cells, flow cytometry. 2C CD8+ T cell-vesicle binding; stronger effect = lower value. calls only at 7 µM. AID 2052, 2009. 330,000 tested, 0.068% active;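 active = response, share of CD8 T cells binding vesicles, and their 90th percentile fluorescence all below set limits, cut at about 80% in these data, passing the limit was not always enough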
#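 Material: murine 2C transgenic CD8+ T lymphocytes / Also added: QL9-peptide-loaded Drosophila micro-vesicles bearing Ld, ICAM-1 and B7-1 / Schedule: binding step 1.5 h, 37 °C, antibody labelling 20 min, ice / Signal: flow cytometry, PE anti-B7-1 (FL2) versus Alexa647 anti-CD8 (FL8), PFA-fixed / Evaluation: percent CD8+ FL2 mean versus row control / Benchmarks: naked versus QL9-loaded vesicles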
# GPR55 beta-arrestin = GPR55 agonists via beta-arrestin recruitment, primary screen, imaging, U2OS cells, beta-arrestin-GFP redistribution (AID 1961); U2OS GPR55 beta-arrestin-GFP redistribution imaging; higher % means a stronger effect; activation, % at 10 µM, or EC50 in µM where a hit was titrated; 290,000 tested, 0.048% active;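 active = activation above 40% with more than 50 cells counted in the well; inconclusive = wells holding fewer than 50 cells, flagged as toxic or sparse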;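 also: U2OS osteosarcoma cells stably expressing GPR55 and beta-arrestin-GFP; plate controls were DMSO negative control for no effect and LPI positive control for full effect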
# GPR55 antagonists = GPR55 antagonists blocking LPI-driven arrestin recruitment, primary screen, imaging, U2OS, beta-arrestin-GFP, LPI agonist (AID 2013); G-protein coupled receptor 55 (Homo sapiens); U2OS GPR55 beta-arrestin-GFP translocation imaging, LPI antagonism; higher % means a stronger effect; inhibition, % at 10 µM; hits with a dose series show IC50 in µM; 290,000 tested, 0.13% active;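 active = spots per cell inhibited over 60%, with over 100 cells counted and total cytoplasm intensity under 500,000; inconclusive = wells with under 100 cells, flagged as likely toxic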;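 also: U2OS cells stably carrying GPR55 and arrestin-GFP stimulated by 5 µM LPI near EC80; imaged beta-arrestin-GFP aggregate spots per cell after agonist stimulation; plate controls were LPI-stimulated DMSO wells for no effect and DMSO wells without LPI for full effect; some results filed as inactive read as strong as hits; confirmed hits need IC50 under 10 µM and bright autofluorescent wells are also inconclusive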
# Hep lipid drop = inhibitors of hepatocyte lipid droplet formation, primary screen, imaging, high-throughput imaging, BODIPY stain | inhibition, % at 6.5 µM | AML12 mouse hepatocytes, oleate lipid droplets | AID 1656, 2009 | 240,000 tested, 0.4% active;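 active = lipid droplet intensity inhibited by at least 50%, with more than 500 cells counted; inconclusive = wells with under 300 cells, treated as cytotoxic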
#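 Test system: AML12 hepatocytes (mouse); reagent: oleate loading, 100 µM; dosing: one dose, 6.5 µM compound; incubation: overnight exposure; signal: fluorescence imaging, 20x objective, two fields per well; read-out basis: % inhibition of corrected integrated BODIPY droplet signal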
# LYP inhibition = inhibitors of LYP phosphatase, biochemical, fluorescence intensity, uHTS (AID 1779) | Tyrosine-protein phosphatase non-receptor type 22 (Homo sapiens) | recombinant LYP phosphatase, fluorescence intensity; higher % means a stronger effect | inhibition, % at 11.5 µM; hits with a dose series show IC50 in µM | 290,000 tested, 0.054% active; in the data active = inhibition above about 50%;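 also: plate controls were vehicle with enzyme for no effect and no enzyme for full effect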
# GPR35 arrestin U2OS = GPR35 antagonists blocking zaprinast-driven arrestin recruitment, primary screen, imaging, U2OS, beta-arrestin-GFP, zaprinast agonist (AID 2058); 290,000 tested, 0.052% active; U2OS GPR35 beta-arrestin-GFP translocation imaging, zaprinast antagonism; higher % means a stronger effect; inhibition, % at 10 µM; hits with a dose series show IC50 in µM; G-protein coupled receptor 35 (Homo sapiens);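 active = inhibition of at least 50% with at least 30 cells and total cytoplasm GFP at most 10,000,000; inconclusive = under 30 cells or total GFP of 10,000,000 plus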
# Rac1 GTP hydrolysis = MgcRacGAP GTPase-activating activity inhibitors, confirmation, biochemical, ADP Hunter fluorescence | inhibition, % at 30 µM; hits with a dose series show IC50 in µM | 340,000 tested, 0.6% active | Rac GTPase-activating protein 1 (Homo sapiens) | MgcRacGAP-stimulated Rac1 GTP hydrolysis, ADP Hunter fluorescence; higher % means a stronger effect; GST-tagged Rac1 F28L mutant substrate;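 active = first-screen hits whose inhibition reached a set limit at any dose in the follow-up dose series; inconclusive = inhibition above the set first-screen limit but never retested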;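 also: fluorescence reports GDP produced by GAP-driven GTP hydrolysis; strong numbers were not always called active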
# SV40 large T antigen = SV40 large T antigen inhibitors, biochemical (AID 1903). SV40 large T antigen ATPase/helicase inhibition assay; higher % means a stronger effect. one-dose inhibition, % at 20 µM; IC50 in µM for titrated hits. 310,000 tested, 0.39% active; in the data active = a potency from the dose series; inconclusive = inhibition mostly from about 32% at the one dose, without a potency; inactive = the rest, 99 in 100 with inhibition below about 32%; also: strong numbers were not always called active
# NTR1 agonist = agonists of NTR1, primary screen, imaging, U2OS cells, beta-arrestin-GFP, high content (AID 493036); NTR1-U2OS beta-arrestin-GFP spot imaging, agonist mode; activation, % at 20 µM; 330,000 tested, 0.17% active;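 active = activation at or above 40% of the spot to cytoplasm intensity ratio, with at least 20 cells analyzed; inconclusive = wells under 20 cells, flagged as cytotoxic or low count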;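 also: 0% = DMSO without peptide and 100% = 100 nM NTR1 peptide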
# Target sequence (P30989 whole entry, looked up): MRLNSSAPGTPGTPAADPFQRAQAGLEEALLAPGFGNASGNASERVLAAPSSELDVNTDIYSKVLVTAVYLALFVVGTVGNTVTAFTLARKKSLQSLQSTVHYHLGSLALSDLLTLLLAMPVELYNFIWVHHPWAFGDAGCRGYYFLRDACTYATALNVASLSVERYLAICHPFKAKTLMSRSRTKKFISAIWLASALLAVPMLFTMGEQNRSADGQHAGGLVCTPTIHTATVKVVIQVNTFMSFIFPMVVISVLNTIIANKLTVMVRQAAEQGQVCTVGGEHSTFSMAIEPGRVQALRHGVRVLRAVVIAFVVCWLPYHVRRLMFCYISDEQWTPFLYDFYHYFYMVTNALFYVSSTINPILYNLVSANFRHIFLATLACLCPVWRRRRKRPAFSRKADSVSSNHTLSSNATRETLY
# Hep lipid drop cells 6.5 µM = second read-out of Hep lipid drop, no call of its own (marks repeat the call); cell count; measured here: cell count, cytotoxicity flag;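 cells counted across two imaged fields per well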
# T cell HTS vesicle-bound % = second read-out of T cell HTS, no call of its own (marks repeat the call); double positive events, %; measured here: CD8+ vesicle-bound cell fraction;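 binding gate set so that unloaded-vesicle control wells show 10% double positive cells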
# NTR1 agonist cell count 20 µM = recorded beside NTR1 agonist, whose call it bears; cell count; measured here: cell count, cytotoxicity flag
# Numbers without * were called inactive; i = inactive; ? = inconclusive; · = not tested or not shown.
SMILES,T cell HTS,T cell HTS vesicle-bound %,GPR55 beta-arrestin,GPR55 antagonists,Hep lipid drop,Hep lipid drop cells 6.5 µM,LYP inhibition,GPR35 arrestin U2OS,Rac1 GTP hydrolysis,SV40 large T antigen,NTR1 agonist,NTR1 agonist cell count 20 µM
C=CCOc1c(Br)cc(/C=N/NC(=O)Cc2ccc(C(F)(F)F)cc2[N+](=O)[O-])cc1OC,i,42,0.2%,12%,-17,686,7%,-5%,6%,4%,6.5,74
COc1ccc(N2CCN(C(=O)CN(C)S(=O)(=O)c3cnc[nH]3)CC2)cc1,i,54,-0.1%,8%,-7,745,-4%,7%,30%,26%,-1.1,67
COc1ccc(C(=O)/C=C/c2ccc(OC3CSC3)cc2)cc1,i,27,0.6%,13%,-28,562,-3%,24%,7%,9%,11,35
CNc1oc(Cc2ccccc2)nc1S(=O)(=O)c1ccccc1,i,25,0.3%,6%,-2,733,-8%,-3%,6%,-10%,6.0,52
COc1ccc(OC2CCN(S(=O)(=O)c3ccc(C(C)=O)cc3)CC2)cc1,i,24,-0.2%,2%,0,831,-7%,-6%,8%,7%,1.7,62
CCOc1ccc(N2C(=O)/C(=C/c3cccs3)N(C)C2=S)cc1,i,31,-0.4%,15%,15,586,-3%,8%,7%,3%,0.8,70
COc1ccccc1NC(=O)Cc1nnc(SCC(=O)NC2CCCC2)n1C,i,26,0.3%,2%,9,846,-2%,7%,5%,6%,-1.2,54
Cc1cccc(NC(=O)CSc2ccc(-c3ccccn3)nn2)c1C,i,36,-0.5%,5%,0,679,-5%,11%,5%,9%,0.7,66
Fc1cccc(NC(=S)Nc2ccc(Br)cc2)c1,i,6,-0.3%,1%,·,·,5%,20%,2%,4%,3.4,38
CC(=O)OCC(=O)Nc1ccc(SC(F)F)cc1,i,6,-0.6%,6%,-1,684,-7%,-20%,1%,23%,0.1,30
Cc1c(Br)c([N+](=O)[O-])nn1C(C)C(=O)Nc1nccs1 (centres undefined),i,12,-0.1%,32%,·,·,0%,4%,0%,-4%,-0.5,42
CCCC(=O)Nc1cc(C(=O)O)ccc1S(=O)(=O)c1ccc(Cl)cc1,i,11,0.2%,-4%,-20,710,4%,-3%,5%,10%,-0.6,51
COc1ccc(N2CC(C(=O)Nc3ccccc3C(=O)NC3CC3)CC2=O)cc1 (centres undefined),i,34,0.3%,12%,1,808,-7%,-7%,9%,5%,0.0,58
O=C(Nc1ccc(OC(=O)c2ccccc2)c(-c2nc3ccccc3s2)c1)c1ccccc1,i,26,0.2%,4%,·,·,-2%,0%,7%,4%,2.4,72
O=C(OCc1ccc(F)cc1Cl)c1ccccn1,i,54,-0.2%,8%,-1,709,-1%,-2%,3%,-7%,3.6,66

# A few values from the entries so far.
# `COc1ccc(N2CC(C(=O)Nc3ccccc3C(=O)NC3CC3)CC2=O)cc1` (centres undefined) @ Rac1 GTP hydrolysis = 9%
# `CCOc1ccc(N2C(=O)/C(=C/c3cccs3)N(C)C2=S)cc1` @ Hep lipid drop cells 6.5 µM = 586
# `Fc1cccc(NC(=S)Nc2ccc(Br)cc2)c1` @ Rac1 GTP hydrolysis = 2%
# `COc1ccccc1NC(=O)Cc1nnc(SCC(=O)NC2CCCC2)n1C` @ Hep lipid drop cells 6.5 µM = 846

# Later entries
SMILES,T cell HTS,T cell HTS vesicle-bound %,GPR55 beta-arrestin,GPR55 antagonists,Hep lipid drop,Hep lipid drop cells 6.5 µM,LYP inhibition,GPR35 arrestin U2OS,Rac1 GTP hydrolysis,SV40 large T antigen,NTR1 agonist,NTR1 agonist cell count 20 µM
Cc1cc(C)c(NC(=O)CC(=O)c2ccccc2)c(Cl)c1,i,22,0.0%,-3%,3,838,-8%,4%,11%,10%,1.7,97
CC(O)Cn1ccccc1=N (centres undefined),i,38,-0.2%,15%,·,·,-8%,-12%,8%,1%,-0.9,45
CCOc1ccc(C2C(C(=O)/C=C/c3ccco3)=C(O)C(=O)N2CCN2CCOCC2)cc1OC (centres undefined),i,59,-0.3%,-8%,10,723,-3%,-12%,10%,27%,-0.9,49
Cc1csc2c(NC3CCN(Cc4ccccc4)CC3)ncnc12,i,13,0.3%,-6%,23,656,-4%,1%,-1%,3%,1.0,65
c1ccc(CNCc2ccc3c(c2)OCO3)nc1,i,33,0.0%,-5%,-6,714,-5%,-12%,4%,6%,-2.0,101
COc1ccccc1/C=N/NC(=O)CN(C1=NS(=O)(=O)c2ccccc21)c1ccccc1,i,54,-0.3%,-18%,-6,706,5%,-17%,-1%,9%,1.6,47
Cc1ccc(-n2c(SCC(=O)c3c(N)n(C)c(=O)n(C)c3=O)nc3sc4c(c3c2=O)CCCC4)c(C)c1,i,29,-0.2%,-4%,2,644,0%,-4%,-8%,-6%,7.0,46
CCc1ccc(NC(=O)COC(=O)CN2C(=O)COc3ccccc32)cc1,i,32,0.0%,-17%,-12,745,-3%,8%,8%,27%,-3.9,87
O=C(CCC(=O)NNC(=O)Cc1ccccc1)NCc1ccccc1,i,43,0.2%,1%,8,731,-8%,12%,·,8%,0.6,50
COc1cccc(C(=O)NNC(=O)Cc2ccc([N+](=O)[O-])cc2)c1,i,37,-0.3%,-2%,0,688,-7%,3%,-4%,5%,-0.8,45
Cc1nnc(Nc2ccc(O)cc2)[nH]c1=O,i,44,0.6%,9%,0,652,-9%,0%,?,33µM*,-0.3,44
COc1cc(-c2c(C(C)=O)c(C)nc3c2C(=O)c2ccccc2-3)cc(OC)c1OC,·,·,-0.1%,-1%,2,801,-4%,-11%,6%,·,0.8,93
CCc1ccc(C(C(=O)NC2CCCC2)N(C(=O)c2csnn2)C2CC2)cc1 (centres undefined),i,38,-0.1%,8%,-1,796,-6%,-3%,3%,14%,-1.7,47
O=C(NC1CCCCC1)c1ccccc1-c1ccccc1,i,6,1.2%,8%,-14,653,-6%,-3%,7%,6%,4.4,60
C1=Nc2c(NCc3ccccc3)ncnc2Oc2ccccc21,i,30,-0.1%,-2%,-8,680,3%,5%,11%,8%,1.7,45
Cc1sc2ncnc(SCc3ccco3)c2c1C,i,31,-0.1%,20%,·,·,-3%,7%,14%,?,3.5,47
O=S(=O)(Nc1cccc(-c2ccc(N3CCOCC3)nn2)c1)c1cc(Cl)ccc1Cl,i,57,·,·,·,·,·,·,7%,11%,2.1,57
CC(C)c1ccc(C(CC(=O)O)N2Cc3ccccc3C2=O)cc1 (centres undefined),i,11,-0.1%,-5%,9,412,3%,-18%,10%,7%,0.2,72
Fc1ccc(-n2nnnc2-c2cnc(-c3cccs3)nc2C(F)(F)F)cc1,i,12,-0.1%,13%,·,·,2%,-8%,-10%,-3%,49*,80*
Cc1sc2ncnc(N3CCC(C(=O)NNC(=O)COc4ccc(Br)cc4)CC3)c2c1C,i,26,·,·,·,·,·,·,10%,5%,14,39
CCC(NC(=O)NC1=NCCS1)(C(F)(F)F)C(F)(F)F,i,36,0.2%,2%,·,·,-10%,-2%,9%,1%,1.4,59
O=C(c1ccco1)N1CCN(S(=O)(=O)c2ccc(F)cc2)CC1,i,54,-0.2%,8%,10,739,-9%,-10%,9%,1%,-1.9,92
c1cncc(-c2nc3cc4ccccc4cc3[nH]2)c1,i,13,0.0%,28%,·,·,1%,6%,22%,27%,0.2,47
CNC(=O)NC(=O)CSc1nnc(-c2ccc(F)cc2)n1CC1CCCO1 (centres undefined),i,57,-0.4%,10%,13,687,-9%,4%,4%,24%,-1.8,30
C=CCc1cccc(/C=N/c2ncccc2O)c1O,i,29,0.3%,-9%,3,749,-10%,-2%,16%,5%,2.8,67
CCn1c(-c2cc(-c3cccc(OC)c3)nc3ccccc23)n[nH]c1=S,·,·,0.3%,-1%,-1,768,6%,-11%,11%,10%,-1.2,57
O=C(COc1ccc([N+](=O)[O-])cc1)Nc1ccc(N2CCN(C(=O)c3ccco3)CC2)cc1,i,60,0.0%,-20%,0,686,-5%,-1%,1%,2%,1.4,58
Cc1n[nH]c(C)c1CCN(C)Cc1cn(C)nc1-c1ccccc1F,i,38,0.1%,4%,6,723,-1%,-3%,-2%,12%,-0.1,55
CCCCc1c(O)nc(SCC(=O)N2CCOCC2)n(-c2ccccc2OC)c1=O,i,6,0.0%,6%,6,796,-8%,11%,5%,-5%,-4.0,53

# 3 entries from above, sorted by heavy-atom count, ascending.
SMILES,T cell HTS,T cell HTS vesicle-bound %,GPR55 beta-arrestin,GPR55 antagonists,Hep lipid drop,Hep lipid drop cells 6.5 µM,LYP inhibition,GPR35 arrestin U2OS,Rac1 GTP hydrolysis,SV40 large T antigen,NTR1 agonist,NTR1 agonist cell count 20 µM
c1ccc(CNCc2ccc3c(c2)OCO3)nc1,i,33,0.0%,-5%,-6,714,-5%,-12%,4%,6%,-2.0,101
CCCC(=O)Nc1cc(C(=O)O)ccc1S(=O)(=O)c1ccc(Cl)cc1,i,11,0.2%,-4%,-20,710,4%,-3%,5%,10%,-0.6,51
O=C(COc1ccc([N+](=O)[O-])cc1)Nc1ccc(N2CCN(C(=O)c3ccco3)CC2)cc1,i,60,0.0%,-20%,0,686,-5%,-1%,1%,2%,1.4,58

# Screens: PubChem BioAssay, several laboratories
